# RmlCD inh mix = mixture blocks RmlC and RmlD coupled enzyme activity. RmlC/RmlD coupled enzyme inhibition, 384-well mixture HTS. inhibition, % at 5.5 µM. 110,000 tested, 0.39% active; in the data active = inhibition above about 30%, passing the limit was not always enough; inconclusive = no clear call, values can overlap the other calls; note: strong numbers were not always called active
# HIV RNase H inh = inhibitors of HIV-1 reverse transcriptase RNase H; 65,000 tested, 1.9% active; P04585; AID 565; inhibition, % at 10 µM; RT-RNase H RNA/DNA duplex cleavage, fluorescence; in the data active = inhibition above about 50%
# Starred values were filed as active, the others as inactive; ? = inconclusive; nt = not tested or not shown. These rows are one share of the data, so the mix of outcomes need not match the whole.
canonical_smiles	RmlCD inh mix	HIV RNase H inh
OCC[C@@H]1C[C@H](O)[C@@H](O)[C@@]2(CCCO2)O1	-90	nt
CCOC(=O)c1sc(N)c(C(=O)OCC)c1COC(=O)C1CC(=O)N(Cc2ccco2)C1 (centres undefined)	-19	-26
CCCC1CCc2c(sc(N)c2C(N)=O)C1 (centres undefined)	-17	nt
c1ccc(CC2CCN(C(c3cccs3)c3nnnn3C3CCCC3)CC2)cc1 (centres undefined)	-4	-1
CCCCc1c(C(=O)O)cc(OC)cc1C(=O)O	4	1
CC(=O)Nc1ccc(OCC(=O)c2ccc(C)cc2C)cc1	10	nt
O=C(CN1C(=O)NC2(CCCCC2)C1=O)NCCC1=CCCCC1	12	-3
C#Cc1ccc([C@@H]2C=C(C(=O)O)O[C@H](OCc3ccc(CO)cc3)C2)cc1	-6	nt
Cc1cc(C(F)(F)F)nn1CCCNC(=O)c1cnccn1	-2	-4
CCOC(=O)Cc1c(C)nc(-c2ccccc2)[nH]c1=O	5	3
C=CCN1CC[C@]23c4c5ccc(O)c4O[C@H]2C(=O)CC[C@@]3(O)[C@H]1C5	-10	nt
c1nc(COc2nsnc2N2CCOCC2)cs1	5	17
CC(C)c1ccc(NC(=O)CCN2C(=O)c3ccc([N+](=O)[O-])cc3C2=O)cc1	-10	nt
Cc1nc2ccccc2c(=O)n1NS(C)(=O)=O	3	-8
O=C(COc1ccc(Cl)cc1)Nc1ncccn1	23	-4
CCOC(=O)/C(C#N)=C1/SC(C)C(=O)N1c1ccc(Br)cc1 (centres undefined)	-20	nt
CN1CCc2nc(SCc3ccc(Cl)cc3)c(C#N)c(-c3cccs3)c2C1	-12	nt
O=C(Nc1cccc2cccnc12)c1cccc(N2C(=O)CCC2=O)c1	9	-4
C/C(=N\NC(=O)c1ccccn1)C12CC3CC(CC(C3)C1)C2	11	nt
CCC(=Nc1ccc2c(c1)CCC2)c1c(O)n(C)c(=O)n(C)c1=O	-11	-9

# Entries shown so far that have a COOH group, in the order listed:
canonical_smiles	RmlCD inh mix	HIV RNase H inh
CCCCc1c(C(=O)O)cc(OC)cc1C(=O)O	4	1
C#Cc1ccc([C@@H]2C=C(C(=O)O)O[C@H](OCc3ccc(CO)cc3)C2)cc1	-6	nt

# Going on with the list:
canonical_smiles	RmlCD inh mix	HIV RNase H inh
CC1(c2nnc(-c3ccncc3)o2)CC(c2ccc(F)cc2)=NO1 (centres undefined)	-14	nt
O=C(NC1CC2CCCC(C1)N2Cc1cccs1)N1CCOCC1 (centres undefined)	9	2
O=C(CCCSc1nc2ccccc2s1)Nc1nccs1	-49	-34
Cc1cccc(NC(=S)NNC(=O)CCn2nc(C)c([N+](=O)[O-])c2C)c1	-17	nt
CS(=O)(=O)N1CCC(C(=O)Nc2ccc3c(c2)OCO3)CC1	8	nt
CCOc1ccccc1NC(=O)CSc1nnc(-c2ccco2)n1Cc1ccco1	-7	-4
CCOC(=O)C1CCN(C(=O)Nc2ccccc2Cl)CC1	4	-2
Cc1nnc(NC(=O)NC(C)N2C(=O)C3C4C=CC(C4)C3C2=O)s1 (centres undefined)	7	55*
CC(C)c1ccc(Oc2cccc(C(=O)/C(C#N)=C/N(C)C)c2)cc1	1	nt
C=C(C)C(=O)N1CC2(CC(c3cccc(NC(=O)COc4ccc(Cl)cc4)c3)=NO2)C[C@@H]1C(N)=O (some centres undefined)	-2	nt
O=C(CCN1C(=O)c2ccccc2C1=O)NCc1ccncc1	7	-9
Cc1ccc(C(=O)Nc2c(C)n(C)n(-c3ccccc3)c2=O)cc1S(=O)(=O)N1CCOCC1	7	-8
COCCn1nnnc1CN1CCC(O)(c2cccc(C(F)(F)F)c2)CC1	7	-13
O=C(Nc1ccc2nc[nH]c2c1)c1ccco1	-14	-10
CN1CCN(CCC(=O)Nc2ccc3c(c2)OCO3)CC1	-9	nt
c1ccc(Sc2cnc3ccccc3n2)cc1	6	nt
CCOC(=O)c1c(C)oc2c(F)c(F)c(F)c(F)c2c1=O	-35	-3
NC(=O)CC1NC(=O)c2ccccc21 (centres undefined)	4	0
COc1ccc(OC)c(S(=O)(=O)N(C)CC(=O)N2CCN(c3ccccc3)CC2)c1	4	7
Cc1ccccc1NC(=O)C1CC(=O)N(c2ccc3c4c(cccc24)CC3)C1 (centres undefined)	0	nt
COC(=O)[C@@H]1C[C@@]2(O)[C@H](O)[C@H](O)[C@H](O)C[C@H]2N1Cc1cc(OC)cc(OC)c1	2	nt
c1ccc(CNc2nc3ccccc3n2CCN2CCOCC2)nc1	15	-6
C=C(C)COc1ccc(-c2[nH]ncc2-c2ccc(OC)c(OC)c2)c(O)c1	4	5
Cc1ccc(C(=O)OCC(=O)NCc2ccc3c(c2)OCO3)s1	nt	-16
Cc1ccccc1-n1c(=O)c(C#N)cc2c(=O)n3ccccc3nc21	123	nt
N#C/C(=C\C1CC2C=CC1C2)c1nc2ccccc2[nH]1 (centres undefined)	5	nt
COc1cccc(/C(O)=C2/C(=O)C(=O)N(c3cc(C)on3)C2c2cccs2)c1 (centres undefined)	8	5
CCOC(=O)N1CCC(c2nc3ccccc3[nH]2)CC1	5	-20
NC(=O)c1nn(-c2ccccc2)nc1N	43*	-8
Cc1cccc(OCCCC(=O)NC(C)c2ccccc2)c1 (centres undefined)	-11	nt
N/C(Cn1nnc(-c2ccccc2)n1)=N\O	-12	-6
O=C(NCCSCc1ccco1)Nc1cccc(Cl)c1	11	-4
COc1ccc(N=C2NC(=O)S/C2=C\c2ccc(N(C)C)cc2)cc1	13	nt
CCCC(C(=O)NC1CCCCC1)N(Cc1ccco1)C(=O)CNS(=O)(=O)c1ccccc1 (centres undefined)	11	1
CC(=O)Nc1ccc2c(c1)nc(CCN1CCN(C)CC1)n2C	7	3
CO[C@@H]1O[C@@H]2COC(c3ccccc3)O[C@@H]2[C@@H](OC)[C@@H]1O (some centres undefined)	-10	nt
COc1ccc(S(=O)(=O)N(CCc2ccccc2)CC(=O)O)cc1Cl	3	nt
CCOC(=O)c1sc(NC(=S)n2cc(C)cn2)c(C(=O)OCC)c1C	nt	24
O=C1CCC(C(=O)Nc2cccc(C(F)(F)F)c2)N1 (centres undefined)	-9	-7
CCOc1ccc(-c2nn[nH]n2)cc1OCC	-42	nt

# Among those listed so far, these have two or more sulfur atoms.
canonical_smiles	RmlCD inh mix	HIV RNase H inh
c1nc(COc2nsnc2N2CCOCC2)cs1	5	17
CN1CCc2nc(SCc3ccc(Cl)cc3)c(C#N)c(-c3cccs3)c2C1	-12	nt
O=C(CCCSc1nc2ccccc2s1)Nc1nccs1	-49	-34
CCOC(=O)c1sc(NC(=S)n2cc(C)cn2)c(C(=O)OCC)c1C	nt	24

# The results go on.
# Results follow in this order: RmlCD inh mix	HIV RNase H inh
- COc1cc2c(cc1NC(=O)COC(=O)C1CC(=O)N(Cc3ccco3)C1)oc1ccccc12 (centres undefined)
 : -10	42
- Cc1ccc2cc(CN(C(=O)c3ccco3)c3ccccc3C)c(=O)[nH]c2c1
 : 7	70*
- Cn1ccs/c1=N\S(=O)(=O)c1ccc(Br)cc1
 : 9	nt
- CCOC(=O)Cn1c(=S)[nH]c2c(oc3ccc(Cl)cc32)c1=O
 : -8	nt
- C=CCNC(=S)NNC(=O)C(CCC(C)C)CC(C)O (centres undefined)
 : 14	nt
- CC1CCN(c2ncccc2C(=O)O)CC1
 : -8	1
- CC(C)NS(=O)(=O)c1ccc(OCC(=O)Nc2ccccc2F)cc1
 : 9	-16
- Cc1ccc(N2CC(C(=O)OCC(=O)C(C)(C)C)CC2=O)cc1C (centres undefined)
 : 3	2
- CCCCCCN1C=CC(=C/C=C(\C#N)C(=O)OCC)C=C1
 : 15	nt
- O=C(CN1CCOCC1)Nc1ccccc1NC(=O)C1CCN(c2ncccn2)CC1
 : 4	-9
- CCCC(C)NC(=O)/C=C/c1cccc([N+](=O)[O-])c1 (centres undefined)
 : -5	nt
- COC(=O)[C@H](C)NC(=O)Nc1ccccc1C(F)(F)F
 : -8	-8
- CC(C)(C)S(=O)(=O)c1ccc(S(=O)(=O)C(C)(C)C)s1
 : -16	nt
- Cc1nc(-c2ccc(Cl)cc2)sc1C1(C)CC(c2ccncc2)=NO1 (centres undefined)
 : 9	nt
- CCN=C(NCC)SC1CC(=O)N(c2cccc(OCC)c2)C1=O (centres undefined)
 : -9	1

# Part of the list above in order of length of the SMILES, descending.
# Results follow in this order: RmlCD inh mix	HIV RNase H inh
- CCCC(C)NC(=O)/C=C/c1cccc([N+](=O)[O-])c1 (centres undefined)
 : -5	nt
- CCN=C(NCC)SC1CC(=O)N(c2cccc(OCC)c2)C1=O (centres undefined)
 : -9	1
- Cn1ccs/c1=N\S(=O)(=O)c1ccc(Br)cc1
 : 9	nt

# Later entries:
# Results follow in this order: RmlCD inh mix	HIV RNase H inh
- COc1ccccc1NC(=O)N1CCCC1C(=O)Nc1ccc(NC(C)=O)cc1 (centres undefined)
 : 10	-19
- CCOC(=O)c1c(C)c(C(=O)NCCCOC)c(C)n1C
 : nt	-8
- COc1ccc(N(CC(=O)Nc2ccc(F)c(Cl)c2)S(=O)(=O)c2c(C)noc2C)cc1
 : -10	2
- Cc1noc(C)c1S(=O)(=O)N(CC(=O)NCc1ccc2c(c1)OCO2)c1ccc(C(C)C)cc1
 : 0	2
- Cc1ccccc1NC(=O)CSc1nnc(-c2ccco2)c(-c2ccco2)n1
 : -37	nt
- COc1ccc(-n2c(N)c(C(=O)NCc3cccnc3)sc2=S)cc1
 : 5	nt
- COc1ccc(C2C(C#N)=C(N)Oc3c2c(C)nn3-c2ccccc2)cc1Cn1nc(C)c([N+](=O)[O-])c1C (centres undefined)
 : 14	nt
- O=C(c1cc2nc(C3CC3)cc(C(F)(F)F)n2n1)N1CCCC1
 : -3	-3
- O=C(COc1ccccc1)Nc1ccccc1C(=O)NCc1ccco1
 : 5	-4
- COc1ccc(-n2c(N3CCN(C)CC3)nc3sc4c(c3c2=O)CCCCC4)cc1
 : 17	-4
- O=P(/C(=N/O)N1CCCCC1)(N1CCOCC1)N1CCOCC1
 : -4	-4
- CCC(=O)NC(NC(=O)CC)C(Cl)Cl
 : ?	nt
- COc1ccccc1N1CCN(C(=O)c2ccc(NC(C)=O)cc2)CC1
 : -2	-19
- CCCCN1CN=C(Nc2nc3ccccc3o2)NC1
 : -144	nt
- COc1cccc(CNc2ccc(F)c(Cl)c2)c1O
 : -5	-58
- CC(=O)c1cc2c(cc1NC(=O)CN1CCN(C(=O)c3ccco3)CC1)OCO2
 : nt	-7
- Cc1ccc(NC(=S)N/N=C2/CCCc3c(C)cc(C)cc32)cc1
 : -5	nt
- COc1ccccc1N1CCN(Cc2ccccc2Cl)CC1
 : -7	-14
- O=C(CCC(=O)OCC(=O)c1ccc(Cl)cc1Cl)Nc1cccc2cccnc12
 : 1	nt
- BrC(=C\c1ccccc1)/C=N/N1CCN(Cc2ccccc2)CC1
 : -1	nt
- C(=N\Nc1nc2ccccc2s1)/c1cccs1
 : -6	nt
- N#CCSc1nnc(Cc2cccs2)n1C1CCCCC1
 : -5	-6
- CCOC(=O)N1CCC(NC(=O)Cn2cccc2C(=O)c2ccccc2)CC1
 : -8	-11
- CC1(C)Cc2ccccc2-c2nnc(SCC(=O)N3CCc4ccccc43)n21
 : 30	17
- C#CCOCCOCCOCCNc1nc(N2CCN(C(=O)C([C@@H](C)CC)n3cc(C(N)CO)nn3)CC2)nc(N2CCN(C(=O)[C@H](CCC(=O)O)n3cc(C(N)[C@H](C)CC)nn3)CC2)n1 (some centres undefined)
 : 0	nt
- O=C(O)CCN1C(=O)C2C3C=CC(C3)C2C1=O (centres undefined)
 : 4	-15
- CC(C)Cn1c2c(c(O)c(C(=O)Nc3nccs3)c1=O)CCCC2
 : nt	35
- O=C(Cc1ccccc1)Nc1c(C(=O)N2CCCCCC2)cnn1-c1ccccc1
 : -9	nt
- C/C(CCN1CCCCc2nc(C)c(C)cc21)=N\O[C@@H](C)c1cn([C@H](CO)Cc2ccccc2)nn1
 : 7	nt
- CCOC(=O)c1c(C)n(C)c2cc(Br)c(C)cc12
 : -9	nt
- O=S(=O)(NC1CC1)c1ccc(S(=O)(=O)N2CCN3CCCC3C2)cc1 (centres undefined)
 : -58	-2
- CCCc1cc(=O)n2[nH]c(-c3cc(OC)c(OC)c(OC)c3)nc2n1
 : -9	7
- CCOC(=O)n1c(=O)n(Cc2c(Cl)cccc2Cl)c2ccccc21
 : -12	nt
- O=C(O)CC(C(=O)NC1CCCCC1)C1CCCO1 (centres undefined)
 : 6	-4
- CCCCn1c(C(C)NC(=O)COC)nc2ccccc21 (centres undefined)
 : 7	-2
- CN1C(=O)C(O)(CC(=O)c2cccnc2)c2ccccc21 (centres undefined)
 : 15	-3
- COc1cc2[nH]c(=O)n(CCCC(=O)NCCc3ccccc3)c(=O)c2cc1OC
 : nt	-10
- COC(=O)c1c(NC(=O)COC(=O)Cn2cnc3ccccc32)sc(C)c1C
 : 7	-18
- COC(=O)c1c(NC(=O)CC2Nc3ccccc3NC2=O)sc(C)c1C (centres undefined)
 : 9	nt
- CCOC(=O)c1c(NC(=O)CSc2nnc(-c3ccccc3)o2)sc(C(C)=O)c1C
 : -3	nt
- COc1ccc2nc3c(cc2c1)c(NC(=O)C1CCCO1)nn3CC(C)C (centres undefined)
 : -20	-2
- CCOc1cc(CNc2ccccc2)cc(Br)c1OCC(=O)NC(C)(C)C
 : -7	nt
- COc1cc2c(cc1OC)CN(Cc1ccc(OC)c(C)c1OC)CC2
 : 6	-1
- O=C1NCCN/C1=C\C(=O)c1ccccc1
 : 12	nt
- Cc1ccc(C(=O)Cn2nnc(-c3ccccc3-n3cnnn3)n2)cc1
 : -10	-7
- Cc1nc2nc(-c3ccc(Cl)cc3)[nH]n2c(=O)c1C
 : 1	nt
- CN(C)c1ccc(/C=N/NC(=O)CN(c2ccccc2Cl)S(C)(=O)=O)cc1Br
 : 6	nt
- CC1=C(C(=O)OCC2CCCO2)C(c2ccccc2OC(C)C)C2=C(CC(c3ccco3)CC2=O)N1 (centres undefined)
 : 12	26
